Bioassay records: PubChem, Sanford-Burnham Center for Chemical Genomics
Lipid droplet – hepatic lipid droplet formation modulation. AML12 mouse hepatocytes, oleate lipid droplets, BODIPY imaging. inhibition, % at 6.5 µM. hit rate 0.4% among 240,000. AID 1656;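 active = lipid droplet intensity inhibited by at least 50%, with more than 500 cells counted; inconclusive = wells with under 300 cells, treated as cytotoxic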
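Assay system: AML12 mouse liver cells | Compound dosing: One dose, 6.5 µM compound | Read-out basis: Droplet intensity reduction, % inhibition | Measured by: Fluorescence imaging, 20x objective, two fields per well | Schedule: Overnight treatment with compound plus oleate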
HEK293 NOD2/NF-kB – inhibition of NOD2-driven NF-kB reporter – cell-based, luminescence, uHTS, HEK293 (AID 1566) | inhibition, % at 4 µM; hits with a dose series show EC50 in µM | HEK293 NOD2/NF-kB luciferase reporter, luminescence; higher % means a stronger effect | hit rate 0.63% among 290,000; in the data active = inhibition above about 50%; note: many of its hits are not listed in these tables
Lipid droplet cells 6.5 µM – also measured in Lipid droplet; calls as there; cell count; measured here: cell count, cytotoxicity flag;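 cells counted across two imaged fields per well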
Starred values were filed as active, the others as inactive; ? = inconclusive; nt = no result given. Some of the compounds tested; count on the stated rates, not on these rows.

structure	Lipid droplet	Lipid droplet cells 6.5 µM	HEK293 NOD2/NF-kB
CCOc1ccccc1N1CC(C(=O)NCCOc2ccccc2OC)CC1=O (configuration not stated)	10	840	1%
Cc1cc(C)cc(C(=O)N(C)C2CCCN(Cc3ccccc3F)C2)c1 (configuration not stated)	-29	782	-14%
COc1cc(CCC(=O)NCCc2ccc(F)cc2)cc(OC)c1OC	-23	656	18%
N#CCCNS(=O)(=O)c1ccc(C(=O)OCCCOC(=O)c2ccc(S(=O)(=O)NCCC#N)cc2)cc1	37	707	12%
COc1ccc(C(=O)CCS(=O)(=O)c2ccc(C)cc2)cc1OC	-13	770	8%
CC(=O)NCc1ccc(S(=O)(=O)NC(C)CCc2ccccc2)cc1 (configuration not stated)	8	813	10%
COCCCNC(=O)Cn1cnc2sc(C)c(S(=O)(=O)N3CC(C)CC(C)C3)c2c1=O (configuration not stated)	-14	757	4%
Cc1ccc2c(c1)N(CC(=O)NC1CCCCCC1)C(=O)c1cccnc1O2	-16	754	20%
COCCn1c(SCC(=O)Nc2cc(C)on2)nnc1C(C)C	2	755	-1%
O=C(Nc1ccccc1C(=O)Nc1ccc(F)cc1)c1ccco1	14	874	19%
CSc1ccccc1NC(=O)c1ccc(N2CC3CC(C2)c2cccc(=O)n2C3)c(NC(=O)c2ccncc2)c1 (configuration not stated)	-11	761	7%
CCOc1ccccc1CN1CCNC(=O)C1CC(=O)NCCC1=CCCCC1 (configuration not stated)	-4	899	-12%
Cc1nccn1Cc1ccccc1	-2	771	14%
CCCOc1cccc(C(=O)N2CCN(C(=O)C3CCCO3)CC2)c1 (configuration not stated)	17	703	3%
COCCNC(=O)C(=O)Nc1cc2c3c(c1)C(C)C(=O)N3CCC2 (configuration not stated)	2	738	16%

Taken from above.
HEK293 NOD2/NF-kB, `COc1cc(CCC(=O)NCCc2ccc(F)cc2)cc(OC)c1OC` = 18%
Lipid droplet cells 6.5 µM, `CCCOc1cccc(C(=O)N2CCN(C(=O)C3CCCO3)CC2)c1` (configuration not stated) = 703
Lipid droplet cells 6.5 µM, `Cc1cc(C)cc(C(=O)N(C)C2CCCN(Cc3ccccc3F)C2)c1` (configuration not stated) = 782
Lipid droplet, `Cc1ccc2c(c1)N(CC(=O)NC1CCCCCC1)C(=O)c1cccnc1O2` = -16
Lipid droplet, `CCOc1ccccc1N1CC(C(=O)NCCOc2ccccc2OC)CC1=O` (configuration not stated) = 10
Lipid droplet cells 6.5 µM, `CCOc1ccccc1CN1CCNC(=O)C1CC(=O)NCCC1=CCCCC1` (configuration not stated) = 899

The list continues:
structure	Lipid droplet	Lipid droplet cells 6.5 µM	HEK293 NOD2/NF-kB
Cc1ccc(S(=O)(=O)NCC(=O)N2CCOCCOCCOCCOCC2)cc1	-17	735	-26%
CCc1nonc1NC(=O)c1oc2cc(C)c(Cl)cc2c1C	34	750	6%
Cc1cccc(/C=N/NC(=O)c2ccc(F)cc2)n1	12	807	-5%
CC(=O)c1cccc(NC(=O)/C(=C\c2ccco2)NC(=O)c2ccco2)c1	-2	657	2%
CCOc1ccccc1NC(=O)Cc1cccs1	-2	810	2%
O=C(N/N=C/c1ccc(-n2ccnc2)cc1)c1cccs1	3	852	-28%
Cc1ccc(NC(=O)c2cc(S(=O)(=O)N3CCCC3)cn2C)cc1	0	804	22%
O=C(COC(=O)c1ccc(Cl)c([N+](=O)[O-])c1)NC1CCCC1	-15	778	8%
O=C(NCc1ccc(F)cc1)c1ccc(NC(=O)C2CCCO2)cc1 (configuration not stated)	-2	739	25%
COc1cc(/C=C/C(=O)OCC(=O)NC(=O)NC2CCCCC2)ccc1OC(F)F	-1	866	-2%
Cc1cc2oc(C(=O)Nc3nonc3C)c(C)c2cc1C	18	787	-146%
NC1=NC(=O)/C(=C/c2cc(Br)c(O)c(Br)c2)S1	6	868	-76%
COc1ccc(OC)c(NC(=O)C(CCSC)NS(=O)(=O)c2cccs2)c1 (configuration not stated)	-15	800	-19%
CCCNC(=O)CCc1c(C)nc2c(c(C)nn2-c2ccc(C)cc2)c1C	10	848	36%
Cc1onc(-c2ccccc2)c1C(=O)N1CCN(c2ccc([N+](=O)[O-])cc2)CC1	-6	709	12%
O=C(Nc1cccc(-c2ccc(F)cc2)c1)C1CCCN(C(=O)c2cscn2)C1 (configuration not stated)	-1	694	17%
COc1cccc(N2CCN(c3ccc4nnc(CCC(=O)N5CCN(C)CC5)n4n3)CC2)c1	-28	633	16%
COc1ccccc1NC(=O)c1ccc(S(=O)(=O)NCc2ccco2)cc1	5	731	11%
COc1ccc(OCc2nnc(SCC(=O)Nc3ccccc3Cl)o2)cc1	2	777	11%
Cc1ccc2[nH]c(=O)c(CN(C)S(=O)(=O)c3cccc4nonc34)cc2c1	4	733	15%
Cc1nc2sccn2c(=O)c1S(=O)(=O)N1CCN(c2ccccc2)CC1	10	739	9%
COC(=O)c1ccc(CN2C(=O)NC(Cc3c[nH]c4ccccc34)C2=O)cc1 (configuration not stated)	-13	807	21%
OC(COc1ccc(F)cc1Cl)CN1CCC(Cc2ccccc2)CC1 (configuration not stated)	2	841	-22%
CC(=O)c1ccc(NC(=O)C2CCN(S(=O)(=O)c3cccc4nonc34)CC2)cc1	-1	834	15%
O=C(C1CC1)N1CCc2cc(S(=O)(=O)NCc3ccccc3)ccc21	-15	693	17%
CCc1ccccc1NC(=O)Nc1ccsc1C(=O)OC	-1	849	1%
C/C=C(\C)CN1CCC(Oc2ccc(C(=O)NCc3ccccn3)cc2)CC1	-2	655	-12%
CCOc1cc(C(=O)N=c2sccn2C)cc(Br)c1OC	-4	823	13%
CC(C)c1ccc(NC2CCCN(C(=O)c3n[nH]c4c3CCC4)C2)cc1 (configuration not stated)	1	669	42%
Oc1ccc(CN2CCN(c3ncccn3)CC2)cc1	-11	803	-12%
CCOC(=O)CSc1nc(-c2cccs2)nc2c1c(=O)n(C)c(=O)n2C	-12	741	18%
COc1ccc(-c2nc(C#N)c(N3CCN(C(=O)c4ccco4)CC3)o2)cc1OC	-10	661	11%
COC(=O)C(C)Sc1nc2c(cnn2-c2ccc(Cl)cc2)c(=O)[nH]1 (configuration not stated)	5	815	28%
COc1ccc(C(=O)OCC(=O)NC(C)CCc2ccccc2)cc1OC (configuration not stated)	62*	808*	-3%
CC(C)N1C(=O)S/C(=C\c2ccc(-c3ccc(Cl)c(C(=O)O)c3)o2)C1=O	10	841	-92%
Cc1ccc(S(=O)(=O)c2nc(S(C)(=O)=O)sc2N2CCC(C)CC2)cc1	5	714	24%
CCC(=O)NC(c1ccccc1)c1c(O)ccc2ccccc12 (configuration not stated)	16	833	12%
CC(=O)N1CCc2cc(S(=O)(=O)NCC(=O)NCc3ccc(Cl)cc3)ccc21	-2	763	21%
CCC(Cc1ccccc1)NC(=O)Cn1cccc1C(=O)c1ccccc1 (configuration not stated)	-4	674	14%
O=C(Nc1c[nH]c(=O)[nH]c1=O)c1cccc([N+](=O)[O-])c1	2	840	8%
O=C(NNC(=O)c1ccccc1C(=O)O)c1cc2ccccc2o1	-1	734	16%
CCOc1ccccc1CN1C(=O)NC2(CCCCCC2)C1=O	-3	812	-5%
Cc1ccc2ccc(S(=O)(=O)NCc3ccccn3)cc2c1	1	806	17%
Cc1cccc2sc(NC(=O)CSc3cn[nH]n3)nc12	20	808	-2%
COc1ccc(Nc2cc(C(=O)NCCCN3CCOCC3)c3ccccc3n2)cc1	-12	653	28%

Complete entries as entered above.
Shown for `COc1ccc(-c2nc(C#N)c(N3CCN(C(=O)c4ccco4)CC3)o2)cc1OC` : Lipid droplet = -10; Lipid droplet cells 6.5 µM = 661; HEK293 NOD2/NF-kB = 11%
Shown for `O=C(NNC(=O)c1ccccc1C(=O)O)c1cc2ccccc2o1` : Lipid droplet = -1; Lipid droplet cells 6.5 µM = 734; HEK293 NOD2/NF-kB = 16%

Carrying on.
structure	Lipid droplet	Lipid droplet cells 6.5 µM	HEK293 NOD2/NF-kB
Cc1ccc(O)c(NC(=O)C2=CC(c3ccco3)=NS(=O)(=O)N2C)c1	-5	784	16%
Cc1c(Cl)cccc1-n1c(SCC(=O)N2CCC(C(=O)O)CC2)nc2ccccc2c1=O	1	833	16%
Cc1ccc(OCCN(C)C(=O)C2CCC(=O)N(CCCN3CCOCC3)C2)cc1 (configuration not stated)	1	842	30%
COc1cccc(CNC(=O)C2CCN(S(=O)(=O)c3ccc(Br)s3)CC2)c1	-1	816	-7%
COc1ccc(Cl)cc1S(=O)(=O)N1CCCC(C(=O)NCCc2ccccc2)C1 (configuration not stated)	5	763	23%
COc1cccc(CSc2nc3nc(C)cc(C)n3n2)c1	-4	860	-11%
COc1cc(C(=O)NC2CCN(CC(=O)NC3CCCCC3C)CC2)cc(OC)c1OC (configuration not stated)	2	782	13%
CC(=O)Nc1ccc(S(=O)(=O)N2CCC(C(=O)NCCC(=O)NCc3ccccc3)CC2)cc1	-3	710	-10%
COc1ccc(CCNC(=O)c2ccc3c(c2)NC(=O)CS3)cc1OC	10	709	18%
CCN(CC)S(=O)(=O)c1ccc2[nH]cc(C(=O)NC3CC3)c(=O)c2c1	-8	805	4%
O=C1CN(C(=O)c2ccccc2F)C(c2ccccc2)c2cc(Cl)ccc2N1 (configuration not stated)	0	821	26%
N#Cc1ccc(/C=C2\CCCCn3c2nc2cc(C(=O)O)ccc2c3=O)cc1	-2	821	-8%
O=C(NCCN1CCCCC1)Nc1cccc(F)c1	5	842	9%
COc1ccc(O)c(CN2CCCC(N3CCN(c4ccc(F)cc4)CC3)C2)c1 (configuration not stated)	-12	792	-16%
Cc1ccc(NC2CCCN(C(=O)c3ccc(-n4ccnc4)cc3)C2)cc1C (configuration not stated)	-3	630	4%
COc1ccc(Cl)cc1NC(=O)Cn1c(=O)oc2ccccc21	-1	418	3%
COc1ccc(OC)c(S(=O)(=O)N2CCC(C(=O)NC3CCCCC3)CC2)c1	-2	683	5%
COc1ccc(Cl)cc1NC(=O)C(C)N1CCN(c2ccccn2)CC1 (configuration not stated)	-76	799	19%
CCOc1ccc(C(=O)NC(C(=O)NCCc2ccc(S(N)(=O)=O)cc2)C(C)C)cc1 (configuration not stated)	?	nt	-7%
COc1ccc2cc(C(=O)/C=C/c3cc(OC)c(O)c(OC)c3)ccc2c1	5	798	-16%
Cc1nn(-c2ccccc2)c(C)c1C(=O)OCc1ccc(C#N)cc1	-1	800	13%
O=S(=O)(Nc1ccc(Cl)c(Cl)c1)N1CCOCC1	-9	820	7%
O=C(c1ccc2nc[nH]c2c1)N1CCN(c2cccc(C(F)(F)F)c2)CC1	-11	651	19%
CCOC(=O)C1CCCN(C(=O)c2ccc3c(=O)n(Cc4ccccc4OC)c(=S)[nH]c3c2)C1 (configuration not stated)	-20	657	22%
C/C(CC(=O)Nc1cccc(F)c1)=N\NC(=O)c1ccncc1	-16	784	-22%
COc1ccccc1-c1nnc(SCC(=O)N2CCCC2)o1	5	781	-11%
CCOc1cc(CNc2cccc3[nH]c(C)nc23)ccc1OC	16	669	4%
CC(=O)c1ccc(S(=O)(=O)N(C)CCCC(=O)N(C)Cc2c(F)cccc2Cl)cc1	7	720	-6%
CCc1ccc(NC(=O)NCCN2CCCCC2)cc1	-6	791	-12%
CCN(CC)CCNC(=O)C(=O)Nc1cc2c3c(c1)CCC(=O)N3CCC2	20	798	13%
O=C(CCN1C(=O)c2ccccc2S1(=O)=O)Nc1ccc(Cl)cc1	-4	829	4%
CCOC(=O)c1c(S(=O)(=O)N2CCCC(C(=O)Nc3ncccc3C)C2)c(C)n(C)c1C (configuration not stated)	4	736	15%
Cc1ccc(C(=O)NC23CC4CC(CC(C4)C2)C3)c(Cl)c1	1	780	-7%
Clc1ccc2c(NCc3ccccc3)ccnc2c1	-17	763	37%
Cc1nc(SCc2ccccc2)[nH]c(=O)c1CC(=O)OCC(C)C	-3	831	1%
O=C(CCc1nnc2n(Cc3ccccc3Cl)c(=O)c3ccccc3n12)NCCCN1CCOCC1	-1	671	14%
Cc1ccc2c(C(=O)CN3CCCCC3)c(C)[nH]c2c1	3	836	-22%
CCC(=O)NC1CC2CCCC(C1)N2Cc1ccc(C)cc1 (configuration not stated)	-1	800	-34%
COc1ccc(C(=O)OCC(=O)NC2CCCC2)c(OC)c1OC	0	839	-5%
CCOC(=O)N1CCN(C(=O)CNC(=O)c2ccc(Br)cc2)CC1	-6	681	1%
Cc1ccc(NC(=O)CN2C(=O)S/C(=C\c3cc(Cl)c(OCC(=O)O)c(Cl)c3)C2=O)cc1	8	814	19%
COc1cc(CCC(=O)Nc2c(C(=O)N3CCN(c4ccccc4OC)CC3)oc3ccccc23)on1	-19	698	14%
COc1ccc2[nH]c3c(c2c1)CCNC3c1ccc([N+](=O)[O-])o1 (configuration not stated)	3	887	-9%
Cc1ccccc1C(=O)N1CCCC(CCC(=O)N2CCN(c3ccccn3)CC2)C1 (configuration not stated)	-1	734	14%
Cc1ccc(C2/C(=C(\O)c3ccc4c(c3)OCCO4)C(=O)C(=O)N2Cc2cccnc2)cc1 (configuration not stated)	-16	751	18%
Cc1[nH]c(C)c(S(=O)(=O)NCc2ccco2)c1C(=O)N1CCCCC1	6	783	-13%
CC(C(=O)NCc1ccc(Cl)cc1)n1cccc1C(=O)c1ccccc1 (configuration not stated)	10	793	-5%
Cc1csc(NC(=O)c2ccc[nH]c2=O)n1	13	811	-37%
